LDHA inh: inhibitors of human lactate dehydrogenase A; hit rate 0.15% among 480,000; purified LDHA, NADH/diaphorase-resazurin fluorescence; stronger effect = lower value; activity change, % (values are at about 110 or 230 µM); in the data active means activity change below about -30%; inconclusive means mostly about -25% to -30%;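 further: plate controls were DMSO wells for no effect and wells without enzyme for full effect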
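LDH5 2 nM; NADH 0.06 mM, pyruvate 0.2 mM; 200 mM Tris pH 7.4, EDTA, Tween-20; 5 min RT. Detection: diaphorase 0.133 mg/mL + resazurin 37 µM, fluorescence ex540/em590 at 0 and 20 min; normalized to enzyme-free and DMSO wells.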
ALOX12 inh: ALOX12 (human) lipoxygenase inhibition; P18054; purified 12hLO, xylenol orange hydroperoxide absorbance; Potency, µM (titrated, usually from 108 µM), for inactives: at the highest dose activity change, negative = inhibition, usual class: inhibitors; hit rate 1.1% among 580,000; AID 1671190; further: potency means the concentration at half of the fitted maximal effect; on the % scale 0 is the no-effect control and ±100 the full control effect
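Purified human 12hLO (150 nM final) in 25 mM Hepes, 0.01% Triton X-100, pH 7.0 was preincubated 15 min at room temperature with compound. Then 40 uM arachidonic acid was added, 30 min. Hydroperoxide was read by Fe-XO absorbance ratio 573/405 nm.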
D2 antag: antagonizes the human D2 dopamine receptor | hit rate 2% among 340,000 | P14416 | HEK293 TREx D2 cells, calcium flux, dopamine EC80 | inhibition, % at 10 µM; in the data active means inhibition above about 30%; further: 0% is about no effect
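Compounds are added to dye-loaded, induced HEK293 T-REx cells coupled to calcium release via D2; after a 3 min kinetic read an EC80 dopamine stimulus is given and fluorescence is recorded for 3 more min.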
Vif-A3G inh: inhibitors of Vif-APOBEC3G interaction. Q9HC16. hit rate 0.076% among 410,000. AID 602310. HeLa A3G-eYFP + Vif (tagged APOBEC3G with the HIV-1 protein that degrades it), YFP fluorescence, overnight. Potency, µM (titrated, usually from 46.1 µM), without a hit: at the highest dose activity, negative = active, usual class: inhibitors;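 further: potency means the concentration at half of the fitted maximal effect; on the % scale 0 is the no-effect control and ±100 the full control effect; nearly all actives have a fitted effect of over 60% in size; hits raise eYFP signal because A3G escapes Vif-driven loss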
Target sequence (Q9HC16 whole entry, looked up): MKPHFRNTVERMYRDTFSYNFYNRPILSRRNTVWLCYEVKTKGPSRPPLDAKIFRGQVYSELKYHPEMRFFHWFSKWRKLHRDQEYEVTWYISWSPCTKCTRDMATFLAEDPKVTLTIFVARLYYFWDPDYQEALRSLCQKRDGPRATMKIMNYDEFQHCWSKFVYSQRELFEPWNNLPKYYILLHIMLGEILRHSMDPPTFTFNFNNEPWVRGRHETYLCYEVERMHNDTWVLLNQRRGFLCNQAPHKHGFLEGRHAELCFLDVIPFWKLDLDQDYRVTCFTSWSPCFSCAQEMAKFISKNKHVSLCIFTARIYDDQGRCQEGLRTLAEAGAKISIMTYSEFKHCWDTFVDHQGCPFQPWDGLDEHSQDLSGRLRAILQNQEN
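Read-out is eYFP fluorescence (Ex 488/Em 500-530) from Vif-expressing HeLa A3G-eYFP cells; more signal means A3G escaped Vif-mediated degradation. Cells plated overnight, compound pinned in, incubated overnight at 37 deg C.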
GRP78 ERSR act: inducers of ER stress response in human glioma cells; U87-MG GRP78 promoter luciferase reporter, 16 h; Potency, µM, for the others: at the top dose activation, hits mostly activators; hit rate 0.02% among 420,000; AID 602332; further: potency means the concentration at half of the fitted maximal effect; series mostly up to about 76 µM; % of control where 0% means no effect; nearly all actives have a fitted effect of over 35% in size
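Stably transfected U87-MG human glioma cells carrying a GRP78-based luminescent sensor were seeded at 1000 cells/well, pin-dosed with compounds and incubated 16 h. Luciferase reagent was then added, and end-point luminescence was read after 10 min at room temperature.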
D2 agonist: agonists of human D2 dopamine receptor. P14416. HEK293 T-REx D2 cells, calcium flux agonist mode. activation, % at 2 µM. hit rate 0.53% among 340,000;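 active means activation over 3 SD above normal in the single-dose calcium agonist read, cut at about 30% in these data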; further: 0% is about no effect
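HEK293 Trex D2 cells, tetracycline-induced, o/n 30 C 5% CO2; no-wash Ca dye, RT 30–90 min; 10-cycle baseline, 23 nl cpd added, kinetic Ca read 180 s; agonist hits = positive Ca response.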
RGS4 inhibitor: blocks human RGS4-accelerated GTP hydrolysis; P49798; hit rate 0.039% among 390,000; Transcreener GDP fluorescence polarization, RGS4-accelerated GTP hydrolysis; Potency, µM (doses to about 114 µM), inactives show at the top dose activity change, negative = inhibition, actives largely listed as inhibitors; further: potency means the concentration at half of the fitted maximal effect; on the % scale 0 is the no-effect control and ±100 the full control effect; nearly all actives have a fitted effect of over 75% in size; some results filed as inactive show a strong effect at the top dose
Target sequence (P49798 whole entry, looked up): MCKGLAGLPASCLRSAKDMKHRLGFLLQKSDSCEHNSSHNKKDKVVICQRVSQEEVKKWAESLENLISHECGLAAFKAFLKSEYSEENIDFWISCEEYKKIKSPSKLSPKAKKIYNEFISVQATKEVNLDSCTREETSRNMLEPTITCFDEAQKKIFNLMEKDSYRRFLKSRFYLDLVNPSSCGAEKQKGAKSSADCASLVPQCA
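MLSMR compounds (23 nl, pin-transferred) preincubated 10 min at room temperature with a 500nM (2x) first reagent, then RGS4 at 900nM (2x) plus Transcreener GDP mix added; fluorescence polarization (620/688 nm) read before and after 90 min at 30 °C.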
ERG Ets-DNA blk: ERG Ets/DNA interaction inhibition; Potency, µM (top dose mostly 76.9 µM), inactives show at the highest dose FP activity, negative = inhibition, usual class: inhibitors; AID 624246; hit rate 0.028% among 370,000; P11308; fluorescence polarization, His-ERG Ets domain / labelled DNA; active means well fitted inhibition curve with a large enough effect in the polarisation, with a control signal flat; inconclusive means small, poorly fitted or top-dose-only effect, or effect the other way, or a change in a side signal; inactive means no such curve, though single readings can be large or run the other way; the % refers to the polarisation;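 further: polarization taken with two DNA probes labelled with fluorescein and Texas red; potency means the concentration at half of the fitted maximal effect; % of control where 0% means no effect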
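His-tagged ERG Ets domain (1 uM in the protein solution; 300mM KCl, 50mM Tris-HCl, 1mM EDTA, 1mM DTT, pH 7.5) received compound, then a probe mix of 5 nM fluorescein-DNA and 100nM Texas-615-DNA. Fluorescence polarization was read for both dyes.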
Vif-A3F inh: blocks the Vif interaction with APOBEC3F; hit rate 0.2% among 390,000; Potency, µM (highest dose often 46.1 µM), for inactives: at the top dose activity, negative = active; HeLa A3F-eYFP + Vif (tagged APOBEC3F with the HIV-1 protein that degrades it), YFP fluorescence increase; further: potency means the concentration at half of the fitted maximal effect; % of control where 0% means no effect; nearly all actives have a fitted effect of over 65% in size
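HeLa cells stably expressing A3F-eYFP plus Vif, plated and incubated overnight at 37 deg C, then exposed to compounds overnight at 37 deg C. Blocked degradation read as raised yellow fluorescence (Ex 488/Em 500-530).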
Active calls of the source: *; ? = inconclusive; nt = no result given; [ ] = another dose, or the depositor's remark. Unless noted, the call rests on the fitted dose curve; in most records, active means well fitted curve in the direction sought with a large enough effect; inconclusive means small, poorly fitted or top-dose-only effect, or another doubt; inactive means no such curve, though single readings can be large; an effect the other way counts as inactive or inconclusive.

1. Cc1ccc(C)c(N2CCN(c3nc4ccccc4c(=O)n3-c3ccc(Cl)cc3)CC2)c1
2. CCOC(=O)c1c(S(=O)(=O)NCCc2ccco2)c(C)n(C)c1C
3. COc1ccc(-c2cc(C(=O)Nc3c(C)n(C)n(-c4ccccc4)c3=O)c3ccccc3n2)c(OC)c1
4. Cc1ccc(N(CC(N)=O)C2SC(=O)N(Cc3cccc(C(=O)O)c3)C2=O)cc1 (centres undefined)
5. COc1ccc(-n2nc(C(=O)N3CCN(c4ccc(F)cc4)CC3)c3ccccc3c2=O)c(OC)c1
6. COC(=O)[C@@H]1C[C@@]2(O)[C@@H](O)[C@@H](O)[C@@H](O)C[C@H]2N1CC1CCCCC1
7. Cc1ccc(NC(=O)CN(C)CC(=O)Nc2ccccc2-c2ccccc2)cc1
8. CC(C)N(C(=O)[C@H]1C[C@H](CC(=O)NCCCn2ccnc2)C(=O)N2CCc3c([nH]c4ccc(Cl)cc34)[C@]12C)C(C)C

assay / entry	1	2	3	4	5	6	7	8
ERG Ets-DNA blk	2%	-20%	5%	3%	8%	-7%	3%	-4%
Vif-A3G inh	1%	-1%	-2%	1%	1%	-2%	-1%	-3%
Vif-A3F inh	1%	1%	-6%	nt	-8%	2%	-11%	-3%
LDHA inh	-19	-2	-3	-8	-5	-11	-6	-1
GRP78 ERSR act	-3%	-3%	-3%	1%	-6%	-3%	-4%	0%
D2 agonist	0.4	0.7	-0.1	-0.2	8.9	0.3	3.1	nt
ALOX12 inh	?	2%	?	2%	-2%	-44%	8%	40%[activator]
D2 antag	nt	-3	-6	-28	34*	14	-9	nt
RGS4 inhibitor	22%	28%	10%[11.4 µM]	25%	-13%[11.4 µM]	7%	-9%	-36%

Whole records, looked up by structure:
COC(=O)[C@@H]1C[C@@]2(O)[C@@H](O)[C@@H](O)[C@@H](O)C[C@H]2N1CC1CCCCC1 reads ERG Ets-DNA blk: -7%; Vif-A3G inh: -2%; Vif-A3F inh: 2%; LDHA inh: -11; GRP78 ERSR act: -3%; D2 agonist: 0.3; ALOX12 inh: -44%; D2 antag: 14; RGS4 inhibitor: 7%
Cc1ccc(NC(=O)CN(C)CC(=O)Nc2ccccc2-c2ccccc2)cc1 reads ERG Ets-DNA blk: 3%; Vif-A3G inh: -1%; Vif-A3F inh: -11%; LDHA inh: -6; GRP78 ERSR act: -4%; D2 agonist: 3.1; ALOX12 inh: 8%; D2 antag: -9; RGS4 inhibitor: -9%
COc1ccc(-c2cc(C(=O)Nc3c(C)n(C)n(-c4ccccc4)c3=O)c3ccccc3n2)c(OC)c1 reads ERG Ets-DNA blk: 5%; Vif-A3G inh: -2%; Vif-A3F inh: -6%; LDHA inh: -3; GRP78 ERSR act: -3%; D2 agonist: -0.1; ALOX12 inh: ?; D2 antag: -6; RGS4 inhibitor: 10%[11.4 µM]

The listing continues.
9. Cc1cc(NC(=O)CSc2nc3sc4c(c3c(=O)n2C)CCCC4)no1
10. O=C(Nc1ccccc1[N+](=O)[O-])c1cccnc1Cl
11. Cc1ccc(NC(=O)CSC2=C(C#N)C(c3ccc4c(c3)OCO4)CC(=O)N2)cc1C (centres undefined)
12. Cn1cc(CNC(=O)C23CC4CC(CC(C4)C2)C3)cn1
13. O=C(CCCCn1ccc(=O)[nH]c1=O)Nc1ccc(C(=O)O)c(O)c1
14. O=C(CCC(=O)N1CCN(c2ccccn2)CC1)c1cccs1
15. Cc1ccc2nc3c(cc2c1)c(NS(=O)(=O)c1ccccc1)nn3CC(C)C
16. Cc1cccc(NC(=O)CSc2nnc3c4ccccc4n(C)c3n2)c1

assay / entry	9	10	11	12	13	14	15	16
ERG Ets-DNA blk	0%	2%	5%	12%	-4%	0%	0%	-13%
Vif-A3G inh	0%	0%	-5%	2%	4%	0%	0%	1%
Vif-A3F inh	-8%	7%	-9%	nt	7%	-12%	-15%	0%
LDHA inh	-6	-9	-2	-3	-1	-7	0	-1
GRP78 ERSR act	0%	-2%	-2%	-6%	-2%	-1%	-1%	0%
D2 agonist	0.2	1.2	0.1	-0.7	nt	nt	0.3	-0.6
ALOX12 inh	6%	-7%	0%	0%	-11%	8%	-2%	0%
D2 antag	4	0	-4	-4	nt	nt	22	nt
RGS4 inhibitor	-24%	-5%	-4%	7%	14%	22%	16%	-2%

17. CCc1ccc(-c2cn3nc(C)c(C)nc3n2)cc1
18. Cc1ccc(C)c(NC(=O)CN(C)C(=O)c2ccc(COc3ccccc3)cc2)c1
19. CCOC(=O)COc1c(Br)cc(C2NC(=O)NC(C)=C2C(C)=O)cc1OC (centres undefined)
20. CC(=O)c1cc(F)c(N2CCOCC2)cc1C

assay / entry	17	18	19	20
ERG Ets-DNA blk	-3%	nt	-3%	nt
Vif-A3G inh	1%	-1%	1%	2%
Vif-A3F inh	-3%	1%	7%	3%
LDHA inh	-1	1	-2	2
GRP78 ERSR act	-15%	-6%	-5%	-3%
D2 agonist	1.1	nt	-0.1	0.0
ALOX12 inh	-3%	-2%	0%	4%
D2 antag	-8	nt	28	1
RGS4 inhibitor	6%	nt	-10%	5%

This is a subset; the hit share may differ from the screen's.
